# PKA-R1A activ – PKA-R1A complex activation. PKA-R1A dissociation, Cy5-IP20 fluorescence polarization; scaled: DMSO 0%, 113 µM cGMP 100%. activation, % at 11.4 µM. hit rate 0.083% among 340,000. AID 504707;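 active = percent activation above the mean of all tested compounds plus 3 SD, cut at about 19% in these data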;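 note: higher means more PKAc released from R1A so a rise in polarization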
# Arr AP2 block – inhibitors of human beta-arrestin and AP2 interaction; FITC-arrestin peptide / GST-AP2 beads, flow cytometry; AP2 beta2 appendage carries R879A mutation; inhibition, % at 10 µM; hit rate 0.31% among 340,000; AID 504490;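 active = inhibition above a set limit, near 3 SD of compounds lacking own fluorescence, cut at about 54% in these data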;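 note: plate controls were DMSO wells for no effect and 5 µM unlabelled arrestin peptide for full effect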
#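 Assay system: GST-AP2 R879A bound to glutathione beads, E. coli-expressed; Medium: PBS with 0.05% Tween 20 and 0.1% BSA; Also added: fluorescein-tagged arrestin peptide at 50 nM final; Timing: 12 min plus 1 h, RT; Measured by: flow cytometry, FL1 (488/535 nm); Evaluation: percent drop in bead-associated FITC signal.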
# Pemphigus Ab inh – inhibitors of pemphigus antibody binding to human desmoglein-3; P32926; DSG3-coupled beads, scFv-anti-DSG3-GFP binding, flow cytometry; active compounds read low; binding (percent of control), % at 10 µM; hit rate 0.48% among 310,000; AID 588358;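 active = binding more than 3 SD below its plate's average and above zero; inconclusive = below that plate limit but binding exactly zero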;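 note: hits lower antibody fragment binding to DSG3; some compounds called inactive have numbers as strong as hits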
# Target sequence (P32926 whole entry, looked up, the tested form may be a part): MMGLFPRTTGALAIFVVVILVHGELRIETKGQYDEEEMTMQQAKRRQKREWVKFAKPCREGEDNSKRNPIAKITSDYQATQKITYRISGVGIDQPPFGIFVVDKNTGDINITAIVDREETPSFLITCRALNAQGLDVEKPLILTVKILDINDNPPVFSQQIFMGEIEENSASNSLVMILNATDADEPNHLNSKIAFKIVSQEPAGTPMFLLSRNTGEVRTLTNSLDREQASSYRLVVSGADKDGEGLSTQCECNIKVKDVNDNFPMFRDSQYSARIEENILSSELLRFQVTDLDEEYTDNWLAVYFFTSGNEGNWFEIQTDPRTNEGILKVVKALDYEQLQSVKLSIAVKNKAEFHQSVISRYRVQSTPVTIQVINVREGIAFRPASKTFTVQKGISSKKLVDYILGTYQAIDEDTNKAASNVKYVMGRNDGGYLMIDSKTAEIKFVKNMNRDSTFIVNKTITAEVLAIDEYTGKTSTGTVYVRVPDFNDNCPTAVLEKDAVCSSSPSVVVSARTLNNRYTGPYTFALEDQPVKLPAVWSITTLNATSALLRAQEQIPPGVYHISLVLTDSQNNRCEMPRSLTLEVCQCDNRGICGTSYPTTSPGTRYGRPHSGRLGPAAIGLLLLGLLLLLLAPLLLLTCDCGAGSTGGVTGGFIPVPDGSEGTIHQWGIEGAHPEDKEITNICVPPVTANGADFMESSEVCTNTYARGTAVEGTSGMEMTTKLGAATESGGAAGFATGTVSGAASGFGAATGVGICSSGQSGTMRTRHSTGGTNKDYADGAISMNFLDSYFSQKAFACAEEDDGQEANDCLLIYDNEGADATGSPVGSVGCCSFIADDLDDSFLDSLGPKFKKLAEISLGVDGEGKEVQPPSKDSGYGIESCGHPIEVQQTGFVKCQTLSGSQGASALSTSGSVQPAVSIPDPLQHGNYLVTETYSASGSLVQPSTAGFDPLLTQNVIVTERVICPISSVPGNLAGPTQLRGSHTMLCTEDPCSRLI
# MITF TRPM1 HTS – activators of MITF-driven TRPM1 promoter activity in SK-MEL-5 cells. SK-MEL-5 TRPM1-promoter luciferase, 24 h; % of positive control, neutral wells = 0. activation, % at 12.5 µM. hit rate 0.75% among 300,000. AID 588334;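 active = mean activation of at least 80% with every replicate also reaching 80%; inconclusive = mean reaches 80% but some replicate falls short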;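 note: 0% = neutral control wells and 100% = parthenolide positive control wells; values of inactives mirror those of a sister screen read the other way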
# NSD2 inh – blocks human histone methyltransferase NSD2. O96028. hit rate 0.54% among 310,000. NSD2 peptide methylation, AlphaScreen, 120 min. inhibition, % at 12.5 µM; in the data active = inhibition above about 50%
# CDK5 inh – blocks human CDK5/p35 kinase activity; Recombinant CDK5/p35, ADP-Glo luminescence, 60 min; hit rate 0.01% among 330,000; Q00535+Q15078; inhibition, % at 10 µM;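 active = highest replicate inhibition of at least 50% and at least 75% of replicates reaching 50%; inconclusive = only one of the two criteria met; inactive = both criteria failed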;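 note: plate controls were DMSO neutral control for no effect and GW8510 at 10 µM for full effect; many of its hits are not listed in these tables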
# Mot1-301 SUMO – inhibitors of SUMOylation pathway: yeast Mot1-301 growth rescue; S. cerevisiae Mot1-301 growth rescue, ATP luminescence, 38.5C; percent above DMSO median, 100 means doubled; growth rescue, % at 18.8 µM; hit rate 1% among 320,000;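 active = every valid replicate shows activation above 250% relative to neutral control wells; inactive = the rest, any valid replicate at or below 250%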;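 note: OY570 slx delta 5 strain wells were the positive control but not used for scaling; some compounds called inactive have numbers as strong as hits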
# dFosB activator – enhances mouse delta FosB homodimer DNA binding. hit rate 0.99% among 340,000. purified delta FosB, TAMRA-CDK5 oligo fluorescence polarization; percent of positive-control signal above neutral wells. activation, % at 25 µM. AID 493131;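 active = mean activation above about 17%, with every replicate also reaching it, limit read from the data, passing the limit was not always enough; inconclusive = only one of the two conditions met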;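 note: fluorescence polarization rise as delta FosB binds a TAMRA Cdk5 AP-1 oligo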
# SR-BI HDL uptake – inhibitors of mouse SR-BI mediated HDL lipid uptake; inhibition, % at 12.5 µM; hit rate 0.96% among 320,000; Q61009; ldlA[mSR-BI] CHO cells, DiI-HDL uptake fluorescence, 3 h;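 active = mean replicate inhibition of at least 70% and a set share of replicates each scoring 70 or more; inconclusive = meets just one of the two criteria; inactive = fails both criteria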;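 note: 0% = median of neutral control wells and 100% = median of positive control wells; values of inactives mirror those of a sister screen read the other way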
# SR-BI uptake up – activators of SR-BI mediated HDL lipid uptake. CHO ldlA[mSR-BI] cells, DiI-HDL uptake fluorescence, 3 h; 100 = double the neutral-control signal. activation, % at 12.5 µM. hit rate 0.096% among 320,000;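 active = mean replicate activation of at least 60% and every replicate at or above 60%; inconclusive = mean or all-replicate condition met, but not both; inactive = mean below 60% and not all replicates reaching 60%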;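 note: 0% = median plate neutral-control signal and 100% = twice that signal; values of inactives mirror those of a sister screen read the other way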
#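 material = CHO ldlA[mSR-BI] cells | medium = Ham's F12 with 0.5% BSA, HEPES 25 mM, pH 7.4 | reagent = fluorescent DiI-HDL, 10 µg/mL final | compound dosing = single-point compound dose | incubation = 3 h, 37 °C | measured by = bottom-read fluorescence, 550/595 nm | measure = HDL uptake via cellular fluorescence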
# PKA-R2B act – activators of human PKA-R2B complex; P22694+P31323; PKA-R2B holoenzyme dissociation, Cy5-IP20 fluorescence polarization; R2B truncated from residue 108, S112A mutant; 0% DMSO only, 100% 113 µM cGMP; activation, % at 11.4 µM; hit rate 0.079% among 340,000;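 active = activation above a cutoff set at the mean over all compounds plus 3 SD, cut at about 18% in these data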;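 note: higher means more holoenzyme dissociation and a rise in polarization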
# * = called active by the depositor; ? = inconclusive; · = no result given.
CDK5 inh	Arr AP2 block	MITF TRPM1 HTS	NSD2 inh	SR-BI HDL uptake	PKA-R2B act	Pemphigus Ab inh	PKA-R1A activ	SR-BI uptake up	Mot1-301 SUMO	dFosB activator	Structure
1.9	-12	-17	4	19	1	98	-3	-19	-11	-26	CCOC(=O)N1CCN(C(=O)c2cc3c(-c4cccc(OC)c4)nn(C)c3s2)CC1
-0.7	-18	-11	1	-7	-6	109	4	7	-2	-4	CCOc1cccc(CN2CCN(CCCc3ccccc3)C(CCO)C2)c1O (configuration not stated)
0.7	19	15	-2	-18	5	·	4	19	12	-12	CC(C)(C)c1ccc(C(=O)NC(=O)CSc2n[nH]c(N)n2)cc1
-1.1	33	-12	1	·	-18	87	-4	·	-20	0	CCCCN(Cc1cc2cc(C)ccc2[nH]c1=O)C(=O)c1ccccn1
0.4	-10	4	-2	27	11	126	0	-27	190	-2	O=S(=O)(NCc1ccccc1)c1cccc2cccnc12
0.4	-10	7	7	·	-3	96	-8	·	10	1	O=C(Nc1nc(=O)n(C(=O)c2cccc(C(F)(F)F)c2)s1)c1ccccc1
0.4	-6	-6	-2	-16	-1	102	-3	16	13	-4	Cc1nc2ccc(NC(=O)/C=C/C(=O)O)cc2nc1C
-1.4	1	·	2	-2	1	93	6	2	-7	-8	C/C(CCc1ccco1)=N/NC(=O)CCC(=O)Nc1cccc(Cl)c1
0.6	12	44	-17	22	12	101	-6	-22	-5	-5	Cc1nc(NC(=O)c2cccs2)ccc1Br
2.5	4	-10	1	11	-1	102	6	-11	-16	-6	Cc1ccc(N2CC(C(=O)NC3CCSC3=O)CC2=O)cc1 (configuration not stated)
-0.9	8	7	-8	32	-9	85	7	-32	-4	2	O=[N+]([O-])c1cnn(-c2nc(-c3cccs3)cc(C(F)(F)F)n2)c1
2.9	11	10	0	-17	-4	107	12	17	1	-5	Cn1c(SCC(=O)Nc2ccccc2O)nnc1-c1ccco1
-0.3	-4	-9	1	-15	10	99	2	15	·	-6	Cc1ccc(C)c(NC(=S)N(Cc2ccc(Cl)cc2)Cc2ccc(C(=O)O)cc2)c1
-0.2	0	-8	·	-3	-3	89	-1	3	·	-9	COC(=O)[C@H](Cc1ccccc1)NC(=O)Cn1cnc(C(=O)Nc2ccc(C)c(C)c2)n1
1.6	32	-5	·	5	-3	96	0	-5	9	-21	C[C@@H]1CN([C@@H](C)CO)C(=O)c2cc(NC(=O)CCC(F)(F)F)ccc2O[C@H]1CN(C)Cc1ccc(Cl)c(Cl)c1
-0.9	4	-16	-1	25	1	119	-4	-25	-3	-2	CSc1ccccc1OCc1cc(C(=O)NCCCc2ccccc2)no1
-1.3	1	9	0	10	10	106	-11	-10	-27	6	CCOc1ccccc1C(=O)NCC(=O)NCC1CCCCC1
-0.4	3	6	-1	6	-7	·	-2	-6	-7	3	CN1CCN(C(=O)CCNC(=O)Cn2cnc3ccccc3c2=O)CC1
1.7	-4	6	-3	-19	0	101	8	19	0	0	O=C(Nc1cc(Cl)ccc1Cl)Nn1cnnc1
0.5	12	-18	·	-8	2	95	1	8	0	-1	C=CCN1CC2(c3ccccc3)CN(CC=C)CC(c3ccccc3)(C1)C2=O
-4.2	-7	64	-1	-13	-8	97	-13	13	31	-14	C=CCn1c(C)cc(C(=O)CN2NS(=O)(=O)c3ccccc3C2=O)c1C
-0.1	4	3	2	5	-9	113	-14	-5	-14	-7	CCCCC(=O)N/N=C/c1ccc(Sc2cccc3cccnc23)o1
-1.4	38	·	16	-10	-7	·	-5	10	-6	2	O=C(O)c1cccc2c1C(=O)c1ccccc1-2
0.3	-8	-1	1	·	-5	·	-8	·	11	-1	CC(C)N(Cc1nc(-c2ccc(Cl)cc2)no1)C(=O)C12CC3CC(CC(C3)C1)C2
0.0	4	-9	-3	-17	-7	114	0	17	·	2	CC1=CC(=O)Nc2cncnc2N1
1.5	21	159*	2	4	0	101	-5	-4	-13	-7	Cc1nc(N)sc1N=Nc1ccccc1C(F)(F)F
1.2	-1	·	·	36	-1	78	7	-36	-2	?	COc1cccc(-c2nc(CS(=O)(=O)CC(=O)Nc3cccc(C)c3C)c(C)o2)c1
-0.1	14	-21	-1	19	4	96	1	-19	185	0	Cc1[nH]c2ccccc2c1C1=NNC(=Nc2ccc(F)cc2)SC1
-0.3	35	-3	-2	-14	0	98	0	14	·	-5	C=CCOC1COC2C(OCC=C)COC12 (configuration not stated)
0.8	2	-6	0	-4	-2	·	0	4	-5	0	CC(=O)Nc1ccc(S(=O)(=O)N2CCc3cc4c(cc3C2)OCCCO4)cc1

# Six entries already listed, ordered by the value under PKA-R2B act, largest number first.
CDK5 inh	Arr AP2 block	MITF TRPM1 HTS	NSD2 inh	SR-BI HDL uptake	PKA-R2B act	Pemphigus Ab inh	PKA-R1A activ	SR-BI uptake up	Mot1-301 SUMO	dFosB activator	Structure
0.6	12	44	-17	22	12	101	-6	-22	-5	-5	Cc1nc(NC(=O)c2cccs2)ccc1Br
-0.1	14	-21	-1	19	4	96	1	-19	185	0	Cc1[nH]c2ccccc2c1C1=NNC(=Nc2ccc(F)cc2)SC1
1.9	-12	-17	4	19	1	98	-3	-19	-11	-26	CCOC(=O)N1CCN(C(=O)c2cc3c(-c4cccc(OC)c4)nn(C)c3s2)CC1
1.6	32	-5	·	5	-3	96	0	-5	9	-21	C[C@@H]1CN([C@@H](C)CO)C(=O)c2cc(NC(=O)CCC(F)(F)F)ccc2O[C@H]1CN(C)Cc1ccc(Cl)c(Cl)c1
-0.7	-18	-11	1	-7	-6	109	4	7	-2	-4	CCOc1cccc(CN2CCN(CCCc3ccccc3)C(CCO)C2)c1O (configuration not stated)
-1.4	38	·	16	-10	-7	·	-5	10	-6	2	O=C(O)c1cccc2c1C(=O)c1ccccc1-2

# The results go on:
CDK5 inh	Arr AP2 block	MITF TRPM1 HTS	NSD2 inh	SR-BI HDL uptake	PKA-R2B act	Pemphigus Ab inh	PKA-R1A activ	SR-BI uptake up	Mot1-301 SUMO	dFosB activator	Structure
1.6	1	-4	0	1	-10	102	1	-1	4	1	CCCN1C(=O)C(O)(CC(=O)c2ccc3c(c2)OCCO3)c2ccccc21 (configuration not stated)
0.8	16	-12	3	-2	-1	97	2	2	12	-6	Cc1ccc(/C=N/NC(=O)CNC(=O)c2ccc(S(=O)(=O)N(C)C)cc2)o1
1.7	22	5	0	-3	-1	95	-5	3	15	-5	Cc1c(Cc2ccccc2)c(=O)oc2cc(OCc3ccc(C(=O)O)cc3)ccc12
2.5	-7	3	3	-13	-7	97	-12	13	3	-11	CC(C)N1CCC(N2CCN(Cc3ccc(Oc4ncccn4)cc3)CC2CCO)CC1 (configuration not stated)
0.7	31	-19	11	17	-15	96	-4	-17	·	-10	Cc1cc(C(=O)N/N=C/c2ccc(O)c(O)c2O)c(C)n1-c1ccccc1
-0.3	25	4	-2	34	-21	·	-2	-34	4	0	Cc1cc([N+](=O)[O-])nn1Cc1ccc(C(=O)N/N=C/c2ccccc2)cc1
1.1	8	-2	18	-17	-9	92	6	17	4	-5	CCCC(NS(=O)(=O)c1ccc(Br)cc1)C(=O)O (configuration not stated)
-0.3	14	-8	-4	-12	-9	123	9	12	6	-7	C/C(=N/NS(=O)(=O)c1ccccc1)c1c[nH]c2ccccc12
0.6	13	-6	-1	-37	8	117	-4	37	·	2	O=C(O)c1ccc([N+](=O)[O-])cc1
-1.3	22	·	·	21	3	101	1	-21	·	-4	Cc1ccc(-c2nc3cccnc3s2)cc1NC(=O)C1c2ccccc2Oc2ccccc21
-3.0	0	-7	0	28	5	109	3	·	-11	-1	CCc1nccn1CCC(=O)NC1CC(C)(C)Cc2c1cnn2-c1ccc(C)cc1 (configuration not stated)
-1.2	13	·	-1	2	-2	97	-17	-2	-15	0	COc1ccc(CN=C2Nc3ccccc3CS2)cc1
-2.0	-4	·	16	-18	-13	101	-4	18	144	-4	CCN(CC)C(c1ccc(F)cc1)c1nnnn1C1CCCCC1 (configuration not stated)
0.6	13	-11	·	-30	-3	97	-4	30	-7	1	ON=C1/C(=N\O)CC2(C/C1=N/O)OCCO2
1.2	-10	-6	-4	-4	8	·	7	4	-10	0	COc1ccc(NC2CCCN(C(=O)CCCn3cncn3)C2)cc1OC (configuration not stated)
-1.9	5	20	3	4	-7	89	-12	-4	-4	-3	CN1Cc2c(N3CCOCC3)nc(SCCC#N)c(C#N)c2CC1(C)C
6.1	-6	-8	-1	-2	4	102	-2	2	4	1	CC(C)NC(=S)Nc1ccc2cn[nH]c2c1
1.1	7	·	13	14	10	110	-1	-14	-10	-14	Cc1ccc(C)c(NC(=O)c2cc3ccccc3o2)c1
-0.1	-5	·	-3	-40	1	98	-11	40	-6	2	CC(C)N(C=O)C1(C(=O)NC2CCCCC2)CCCCC1
-0.6	0	1	9	-17	-4	97	-9	17	-2	-7	CCN(CC)CCN1C(=O)c2ccccc2NC1c1ccc(C)cc1 (configuration not stated)
2.1	-5	-9	-1	65	-4	102	7	-65	-3	-4	CC(NC(=O)CCSc1nc(-c2ccc3c(c2)OCO3)cc(C(F)(F)F)n1)c1ccccc1 (configuration not stated)
-0.4	9	-5	-4	28	-9	105	3	-28	4	-3	CC(=O)N(Cc1cccs1)Cc1cc2cc(C)c(C)cc2nc1Cl
-1.9	25	4	5	42	5	119	3	-42	-7	-7	COc1ccc(NC(=O)N2CCCc3cc(C)ccc32)c(OC)c1

# Screening data deposited in PubChem BioAssay by several laboratories.
